Screening data deposited in PubChem by several laboratories.
MT1-MMP act inh: MT1-MMP (human) activation inhibition. GFP/RFP ratio change, % at 20 µM. 360,000 compounds, 0.061% hits. HT1080 RFP-PRO-GFP cells, GFP/RFP ratio fluorescence, overnight; percent of plate control window, DMSO zero. AID 651647;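 active = GFP/RFP ratio change of at least 30% with cell ATP level not reduced by more than half and red fluorescence within 50% of control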; note: strong numbers were not always called active
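system = RFP-PRO-GFP reporter HT1080 cells | dosing = 20 µM single dose, 1% DMSO | timing = overnight cell settling, then overnight compound exposure, 37 °C, 5% CO2 | read-out basis = GFP/RFP fluorescence ratio | controls = DMSO and RFP-L50D-GFP cell wells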
FAS TE block: inhibitors of human fatty acid synthase thioesterase domain; P49327; recombinant FAS-TE, OMFH fluorogenic substrate, fluorescence endpoint; inhibition, % at 15 µM; 360,000 compounds, 0.67% hits; AID 602261;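 active = compounds whose normalised, plate-corrected inhibition of enzyme fluorescence in the single-dose primary screen is 50% or more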;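 note: 0% = DMSO with enzyme and 100% = substrate without enzyme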
MsrA inh: inhibits bovine methionine sulfoxide reductase A; purified bovine MsrA, absorbance read-out; inhibition, % at 15.5 µM; AID 651718; 360,000 compounds, 0.75% hits; in the data active = inhibition above about 4.5%;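 note: 0% = vehicle wells with enzyme and 100% = reference inhibitor wells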
Rin1 Abl inh: human Rin1-Abl interaction inhibition | P00519+Q13671 | TR-FRET Rin1/Abl binding, biochemical | inhibition, % at 7.35 µM | 360,000 compounds, 0.4% hits | AID 588664; in the data active = inhibition above about 5%, passing the limit was not always enough
CSN deneddyl inh: blocks human CSN-mediated cullin deneddylation; inhibition, % at 12.5 µM; Purified CSN, SCF-Nedd8-OG deneddylation, fluorescence polarization; Q92905; 360,000 compounds, 0.38% hits;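 active = pattern-corrected inhibition above about 35%, with an unprinted fluorescence ratio check between 0.5 and 1.5, limit read from the data, passing the limit was not always enough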;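 note: 0% = enzyme with substrate and 100% = substrate without enzyme; some results filed as inactive read as strong as hits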
Target sequence (Q92905 whole entry, looked up, one chain of several): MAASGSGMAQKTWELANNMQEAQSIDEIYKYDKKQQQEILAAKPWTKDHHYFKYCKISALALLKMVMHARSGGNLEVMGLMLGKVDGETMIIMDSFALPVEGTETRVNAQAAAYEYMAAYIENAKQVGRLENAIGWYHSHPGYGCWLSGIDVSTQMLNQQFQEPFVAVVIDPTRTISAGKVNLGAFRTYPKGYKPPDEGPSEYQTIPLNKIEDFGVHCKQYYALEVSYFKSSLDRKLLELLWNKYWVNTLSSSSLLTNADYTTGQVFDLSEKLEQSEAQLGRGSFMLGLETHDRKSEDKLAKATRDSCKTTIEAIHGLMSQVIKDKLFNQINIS
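Detection – fluorescence polarization · System – HEK293T-derived human Csn5 enzyme · Controls – substrate-only high control, full reaction low control · Timing – 90 min, room temperature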
MsrA act: activators of bovine methionine sulfoxide reductase A | 360,000 compounds, 0.3% hits | activation, % at 10.6 µM | purified bovine MsrA, absorbance read-out; in the data active = activation above about 7.5%;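 note: 0% = vehicle and 100% = reference activator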
eLon inh: E. coli protease La inhibition; P0A9M0; purified E. coli Lon protease, fluorescence polarization; inhibition, % at 7.94 µM; 360,000 compounds, 0.42% hits; in the data active = inhibition above about 13%, passing the limit was not always enough;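 note: 0% = enzyme with probe and DMSO and 100% = no enzyme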
Target sequence (P0A9M0 whole entry, looked up): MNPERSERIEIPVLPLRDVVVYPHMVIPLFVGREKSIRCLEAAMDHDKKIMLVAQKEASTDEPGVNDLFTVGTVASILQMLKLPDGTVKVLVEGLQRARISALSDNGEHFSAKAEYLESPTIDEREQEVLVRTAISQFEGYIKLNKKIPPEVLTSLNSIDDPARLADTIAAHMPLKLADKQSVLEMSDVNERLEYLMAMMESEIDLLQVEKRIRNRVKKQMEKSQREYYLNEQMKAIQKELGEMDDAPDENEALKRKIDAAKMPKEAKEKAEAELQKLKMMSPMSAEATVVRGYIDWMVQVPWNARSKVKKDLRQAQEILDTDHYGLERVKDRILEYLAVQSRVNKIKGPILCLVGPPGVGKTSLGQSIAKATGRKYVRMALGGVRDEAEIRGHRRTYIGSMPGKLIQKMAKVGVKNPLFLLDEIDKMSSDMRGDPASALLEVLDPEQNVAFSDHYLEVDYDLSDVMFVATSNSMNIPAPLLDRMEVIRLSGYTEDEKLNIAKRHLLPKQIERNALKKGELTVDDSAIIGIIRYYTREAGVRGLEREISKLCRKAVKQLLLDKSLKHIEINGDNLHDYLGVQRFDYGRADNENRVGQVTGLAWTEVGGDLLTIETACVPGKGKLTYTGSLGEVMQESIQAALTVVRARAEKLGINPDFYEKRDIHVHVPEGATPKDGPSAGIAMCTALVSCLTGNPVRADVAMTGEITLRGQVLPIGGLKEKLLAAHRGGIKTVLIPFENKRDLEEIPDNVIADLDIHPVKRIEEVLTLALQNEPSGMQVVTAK
PABP1 MLLE inh: blocks PAM2 peptide binding to the PABP1 MLLE domain; GST-MLLE / FITC-PAM2 fluorescence polarization; inhibition, % at 20 µM; 360,000 compounds, 0.36% hits; in the data active = inhibition above about 35%, passing the limit was not always enough;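 note: plate controls were DMSO wells with GST-MLLE for no effect and wells lacking GST-MLLE protein for full effect; some results filed as inactive read as strong as hits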
Rpn11 block: inhibitors of human proteasome Rpn11; human 26S proteasome, Ub4-pepOG fluorescence polarization; 20S core pre-blocked with epoxomicin; calls only at 20 µM; 360,000 compounds, 0.59% hits; O00487; AID 588493;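 active = inhibition at 20 µM, scaled to each plate's controls, above about 33%, limit read from the data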
Numbers without * were called inactive; i = inactive; . = no result given; + = active, no number.

(1) O=C(Nc1nc2c(s1)CN(Cc1ccccc1)CC2)c1cccc(S(=O)(=O)N2CCc3ccccc32)c1
(2) CCSc1ccc([C@@H]2[C@@H]3C(=O)N(CC)C(=O)[C@@H]3[C@]3(C(=O)OC)CCCCN23)cc1OC
(3) CN(Cc1ccccc1)C(=O)[C@H]1CCC(=O)N1Cc1ccco1
(4) O=S(=O)(c1ccc(Sc2nnc3ccccn23)nc1)N1CCOCC1
(5) CC1=CS/C(=C(/C#N)C(=O)N2CCOCC2)N1c1ccccc1
(6) Cc1ccc(/C=C/C(=O)NCc2cccs2)o1
Compound	1	2	3	4	5	6
MT1-MMP act inh	-18	3	-4	2	2	-6
FAS TE block	-55	9	-10	-5	-6	-3
MsrA inh	2.5	1.2	-0.3	0.6	4.4	2.2
Rin1 Abl inh	-7	3	4	4	-2	-5
CSN deneddyl inh	30	-7	0	-2	-1	3
MsrA act	0	-9	-1	0	-2	-4
eLon inh	-113	-4	-5	-15	-3	6
PABP1 MLLE inh	-22	7	-1	10	8	30
Rpn11 block	i	i	i	i	i	i

Compound profiles, from the list above. Values in the order: MT1-MMP act inh | FAS TE block | MsrA inh | Rin1 Abl inh | CSN deneddyl inh | MsrA act | eLon inh | PABP1 MLLE inh | Rpn11 block
CC1=CS/C(=C(/C#N)C(=O)N2CCOCC2)N1c1ccccc1 is entered as 2 | -6 | 4.4 | -2 | -1 | -2 | -3 | 8 | i
Cc1ccc(/C=C/C(=O)NCc2cccs2)o1 is entered as -6 | -3 | 2.2 | -5 | 3 | -4 | 6 | 30 | i
CN(Cc1ccccc1)C(=O)[C@H]1CCC(=O)N1Cc1ccco1 is entered as -4 | -10 | -0.3 | 4 | 0 | -1 | -5 | -1 | i
O=S(=O)(c1ccc(Sc2nnc3ccccn23)nc1)N1CCOCC1 is entered as 2 | -5 | 0.6 | 4 | -2 | 0 | -15 | 10 | i

(more compounds)
(7) Cc1cc(OCC(=O)NCc2ccccn2)cc(C)c1Br
(8) COc1ccc(-n2c(-c3ccc(Cl)cc3)c[n+]3c2CCc2ccccc2-3)cc1
(9) O=C(CSc1ccccc1)Nc1ccncc1
(10) O=C(NNc1ncc(C(F)(F)F)cc1Cl)c1c(Cl)cccc1Cl
(11) COc1ccc2c(c1)CC/C(=C\Nc1ccc3c(c1)OCO3)C2=O
(12) Cc1ccc(NC(=O)c2ccc(OC(F)F)cc2)cc1S(=O)(=O)N(C)C
Compound	7	8	9	10	11	12
MT1-MMP act inh	2	-24	-1	11	12	-3
FAS TE block	-5	-4	-3	1	16	7
MsrA inh	.	0.3	-0.6	-0.8	0.6	-0.5
Rin1 Abl inh	1	2	-6	-2	-7	-1
CSN deneddyl inh	-2	-3	2	-4	15	-11
MsrA act	-4	-3	0	-3	-10	-2
eLon inh	9	-12	8	-8	-59	13
PABP1 MLLE inh	-1	-10	31	0	-92	-1
Rpn11 block	i	i	i	i	.	i

(13) Cc1noc(C)c1CCC(=O)N1CCCC(CCC(=O)NCc2ccc(F)c(F)c2)C1 (configuration not stated)
(14) COc1ccc(CCNC(=S)Nc2cc(C)cc(C)c2)cc1
(15) O=C(CN1C(=O)CSc2ccc(S(=O)(=O)N3CCOCC3)cc21)NCc1cccnc1
(16) Cc1cccc(NC(=O)Cn2c(C)c(C#N)c3ccccc32)c1C
(17) O=C1C=C(c2cccc3c2oc2ccccc23)CCC1
(18) O=C1/C(=C/c2ccc3c(c2)OCO3)Oc2cc(OCC(=O)N3CCC[C@H]3C(=O)O)ccc21
Compound	13	14	15	16	17	18
MT1-MMP act inh	-1	4	-2	8	-4	2
FAS TE block	-8	12	-5	-26	18	-3
MsrA inh	-1.1	0.0	0.7	-0.3	0.0	.
Rin1 Abl inh	1	-2	-2	2	-2	-1
CSN deneddyl inh	-4	4	-2	1	3	5
MsrA act	-4	-4	-7	-13	-3	3
eLon inh	-2	8	-5	-5	-1	-15
PABP1 MLLE inh	0	-3	-5	12	-8	-23
Rpn11 block	i	i	i	i	i	i

(19) NS(=O)(=O)c1ccc(Nc2ccc([N+](=O)[O-])c3nonc23)cc1
(20) O=C(CSc1ccccc1)NCc1ccc(F)cc1
(21) COc1ccc2[nH]c3c(c2c1)CCN1C(=O)N([C@@H](C)C(=O)NC2CCCCC2C)C(=O)[C@]31C (some centres not stated)
(22) O=C(NCCc1ccccc1F)C1CCCN1S(=O)(=O)c1ccccc1 (configuration not stated)
(23) Cc1ccc(C)c(Cn2nnc(C(=O)Nc3ccc4c(c3)OCCO4)c2N)c1
(24) O=[N+]([O-])c1ccc2c(c1)-c1ccccc1C2=NO
Compound	19	20	21	22	23	24
MT1-MMP act inh	-39	3	-1	-1	7	-11
FAS TE block	-2	-5	7	-2	20	-136
MsrA inh	0.4	1.6	-0.5	0.1	0.6	0.3
Rin1 Abl inh	-20	0	5	0	6	-2
CSN deneddyl inh	17	-5	-1	4	4	2
MsrA act	2	-4	-3	-1	-2	-4
eLon inh	-10	-1	-2	2	-3	-7
PABP1 MLLE inh	-109	30	-15	-4	9	5
Rpn11 block	+	i	i	i	i	i

(25) O=C(Nc1ccc(N2CCCC2)c(Cl)c1)c1ccc2c(c1)OCCO2
(26) N/C(=N\OC(=O)c1cccc2ccccc12)c1ccncc1
(27) CC(NCC(O)COc1ccc(S(=O)(=O)N2CCOCC2)cc1)c1ccccc1 (configuration not stated)
(28) CN=C1NN=C(c2cc(C)n(-c3ccc(Cl)cc3)c2C)CS1
(29) O=C(Nc1c[nH]c(=O)[nH]c1=O)c1ccccc1Br
(30) Cc1ccc(C)n1-c1nnc(N2CCC(C(=O)N3CCN(C)CC3)CC2)s1
Compound	25	26	27	28	29	30
MT1-MMP act inh	4	2	-4	-8	2	-1
FAS TE block	14	-4	-1	-22	-4	-4
MsrA inh	-0.1	-0.3	-1.3	0.9	1.9	-0.3
Rin1 Abl inh	0	-2	1	-2	0	0
CSN deneddyl inh	5	-2	1	-1	3	1
MsrA act	-2	-2	-3	-5	-1	-3
eLon inh	-6	18	10	-2	3	-2
PABP1 MLLE inh	-21	-5	5	-24	7	11
Rpn11 block	i	i	i	i	i	i

(31) O=C(NCCc1c[nH]c2ccccc12)C1CCN(S(=O)(=O)c2ccccc2)CC1
(32) Cc1cccc(N(CC(=O)NCc2ccccc2)C(=O)CCC(=O)Nc2nccs2)c1
(33) O=[N+]([O-])c1ccc(/C=C/c2ccc3ccccc3n2)cc1
(34) Cc1cc(C)cc(NC(=S)N2CCC(NC(=O)C3CCCCC3)CC2)c1
(35) COCCN1C(=O)N(c2cccc(C)c2)C(=O)C1CC(=O)Nc1ccc(OC)cc1 (configuration not stated)
(36) Fc1ccc(CSc2nnc(-c3cccnc3)o2)cc1
Compound	31	32	33	34	35	36
MT1-MMP act inh	-1	-3	4	-3	0	0
FAS TE block	2	1	7	-1	-4	-2
MsrA inh	-0.3	1.2	-0.9	-1.3	-0.3	2.4
Rin1 Abl inh	0	1	-2	0	-2	-1
CSN deneddyl inh	2	-3	-3	1	1	-8
MsrA act	0	-7	-1	-3	-3	-1
eLon inh	0	8	-2	0	-2	6
PABP1 MLLE inh	-11	11	-10	-122	7	2
Rpn11 block	i	i	i	i	i	i

(37) C[C@H](CO)N1C[C@H](C)[C@@H](CN(C)Cc2ccccc2)Oc2ccc(NC(=O)Cn3cnnn3)cc2C1=O
(38) CCN(CC)CCNC(=O)c1ccc(NC(=O)c2cccc(S(=O)(=O)N3CCc4ccccc43)c2)cc1
(39) Cc1nn(-c2ccccc2)c(N2CCCC2)c1/C=N/NC(=O)c1cc(-c2ccccc2)nc2ccccc12
(40) CC1OC2(OC1C)C(=O)Nc1ccccc12 (configuration not stated)
(41) COc1ccc(S(=O)(=O)NCc2ccccn2)cc1NC(=O)c1ccc(Cl)cc1
(42) CC1CCN(CCCNC(=O)c2ccc(CS(=O)(=O)Cc3ccccc3F)o2)CC1
Compound	37	38	39	40	41	42
MT1-MMP act inh	-1	3	-10	3	-1	1
FAS TE block	-7	2	43	-5	-2	-5
MsrA inh	-0.3	-0.3	4.6*	-1.6	-0.4	-1.1
Rin1 Abl inh	0	-2	-2	-1	-2	4
CSN deneddyl inh	1	5	-11	3	0	0
MsrA act	-2	0	-5	-2	-2	1
eLon inh	-14	-5	15	-6	5	-3
PABP1 MLLE inh	2	-64	-4	3	2	-11
Rpn11 block	i	i	i	i	i	i

(43) O=P(CCO)(c1ccccc1)c1ccccc1
(44) CCOc1c(Br)cc(CNCc2cccs2)cc1OC
(45) CCCn1c2c(c(=N)c3c1CCC3)CCCC2
(46) COc1cc(C(=O)COC(=O)C2CCCCC2)cc(OC)c1OC
(47) Cc1cnc(C(=O)OCC(=O)Nc2ccccc2[N+](=O)[O-])cn1
(48) CN(C)C(=S)Nc1ccc(Cc2ccncc2)cc1
Compound	43	44	45	46	47	48
MT1-MMP act inh	1	-2	-5	-1	-1	-1
FAS TE block	-6	-17	-6	5	-2	1
MsrA inh	0.8	-0.7	-0.2	0.3	0.6	0.4
Rin1 Abl inh	-2	-1	-1	2	-1	-2
CSN deneddyl inh	0	-4	-9	-1	3	0
MsrA act	-2	-1	-12	-1	-2	-4
eLon inh	0	-3	-10	-5	-4	6
PABP1 MLLE inh	10	1	-141	-9	0	-82
Rpn11 block	i	i	i	i	i	i

(49) COc1cccc(NC(=O)CCc2nc(-c3ccccc3F)no2)c1
(50) CCCc1ccc(S(=O)(=O)Nc2ccc(C)c(NS(C)(=O)=O)c2)cc1
(51) Cc1ccccc1CN1CCC(C(=O)Nc2ccc(Oc3cccnc3)cc2)CC1
(52) COC(=O)[C@]12CCCCC=C1N(Cc1ccc(Cl)cc1Cl)C(=O)[C@H](CC(=O)NCCCCc1ccccc1)C2
(53) O=C(NCc1ccccc1Cl)c1ccc2c(c1)OCO2
(54) O=C(COC(=O)c1cc2ccccc2cc1O)NC(=O)NCc1ccco1
Compound	49	50	51	52	53	54
MT1-MMP act inh	6	1	1	.	1	-3
FAS TE block	0	5	-2	19	-3	6
MsrA inh	-0.7	0.5	-0.4	-0.7	-0.2	0.9
Rin1 Abl inh	-5	-1	-1	.	2	0
CSN deneddyl inh	-4	2	5	-1	-2	8
MsrA act	-10	-2	-2	-1	-2	-2
eLon inh	8	-2	-6	5	-2	-2
PABP1 MLLE inh	-4	5	-1	.	2	12
Rpn11 block	i	i	i	.	i	+

(55) CC1=C(C(=O)OCc2ccccc2)C(c2ccccc2OC(F)F)NC(=O)N1 (configuration not stated)
(56) Cc1cc(C)nc(SCc2nnc(SCC(=O)Nc3ccc(Cl)c(C(F)(F)F)c3)o2)n1
(57) Nc1nc(N)c2cc(CNc3ccc(Cl)c(Cl)c3)ccc2n1
(58) NC(=O)COC(=O)c1cc([N+](=O)[O-])ccc1NCCO
(59) NNC(=O)CNC(=O)c1cccc(Br)c1
(60) COc1cc2c(C(=O)O)c(C)n(CC(C)C)c2c2ccccc12
(61) COCCNC(=O)CSc1nccn1Cc1ccc2c(c1)OCO2
(62) O=C(CCCN1C(=O)/C(=C/c2ccccc2)SC1=S)Nc1ccc(O)cc1
(63) NC(=O)c1ccc(NS(=O)(=O)c2ccc(Br)s2)cc1
Compound	55	56	57	58	59	60	61	62	63
MT1-MMP act inh	.	2	2	-5	1	-7	-3	8	-4
FAS TE block	5	29	8	3	-6	-3	-2	-2	-4
MsrA inh	0.4	0.4	1.4	2.3	-0.7	1.2	-0.7	2.9	0.8
Rin1 Abl inh	4	-2	0	-4	-1	1	0	2	0
CSN deneddyl inh	2	-2	0	2	-1	7	2	8	3
MsrA act	0	-1	2	-10	-8	-5	-3	-2	-2
eLon inh	3	-6	-4	-9	-7	5	-7	3	-9
PABP1 MLLE inh	-2	-1	-2	-9	4	11	-5	-6	-5
Rpn11 block	i	i	i	i	i	i	i	i	i
